From PubChem BioAssay
Scp-1 inhibitor = Scp-1 (human) phosphatase inhibition | Q9GZU7 | 0.88% of 340,000 active | Recombinant Scp1, phosphopeptide, malachite green phosphate absorbance | inhibition, % at 20 µM;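 active = inhibition above about 50% at 20 µM, limit read from the data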;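 note: plate controls were DMSO wells with enzyme for no effect and wells lacking enzyme for full effect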
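assay system = SCP-1 phosphatase catalytic domain, residues 76-261 | buffer or medium = 50 mM Tris acetate pH 5.5, 0.005% Tween-20, 10 mM MgCl2 | incubation = enzyme reaction 45 min at room temperature, colour 5 min, stabilisation 30 min | signal = Phosphate-binding colour reagent, absorbance read at 630 nm | measure = % inhibition at 20 µM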
SKN-1 inh = inhibitors of C. elegans SKN-1. C. elegans VP596 Pgst-4::GFP/RFP ratio, acrylamide-induced, 24 h. inhibition, % at 21.8 µM. 0.49% of 360,000 active;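 active = interference check ratio from 0.5 to 1.5 plus GFP to RFP signal ratio inhibition reaching or exceeding a fixed threshold, cut at about 30% in these data, passing the limit was not always enough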; note: some compounds called inactive have numbers as strong as hits
LMPTP inh = blocks human LMPTP phosphatase. recombinant LMPTP-A, OMFP fluorogenic substrate, fluorescence intensity. inhibition, % at 20 µM. 0.22% of 360,000 active. AID 651560;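 active = compounds that cut the enzyme signal by at least half of the control window in the single-dose screen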;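 note: plate controls were DMSO wells with enzyme plus substrate for no effect and substrate without enzyme for full effect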
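Assay system: LMPTP-A, protein tyrosine phosphatase of low molecular weight / Medium: pH 6.0 Bis-Tris buffer with DTT and Triton X-100 / Schedule: 50 min enzyme reaction at room temperature, protected from light / Measured by: endpoint fluorescence intensity from OMFP dephosphorylation / Read-out basis: % inhibition relative to no-enzyme and uninhibited control wells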
NadD block = inhibitors of Staphylococcus aureus NadD. AID 602399. inhibition, % at 20 µM. 0.78% of 360,000 active. purified NadD enzyme, colorimetric absorbance read-out; in the data active = inhibition above about 26%; note: some compounds past the cut are filed as inactive
DNMT1 block = DNMT1 (human) enzyme inhibition | P26358 | DNMT1 molecular beacon, Hinp1I cleavage, fluorescence | inhibition (reported as % activation of signal), % at 10 µM | 0.83% of 360,000 active | AID 588458; in the data active = inhibition above about 50%
Target sequence (P26358 504-1616 limits assumed): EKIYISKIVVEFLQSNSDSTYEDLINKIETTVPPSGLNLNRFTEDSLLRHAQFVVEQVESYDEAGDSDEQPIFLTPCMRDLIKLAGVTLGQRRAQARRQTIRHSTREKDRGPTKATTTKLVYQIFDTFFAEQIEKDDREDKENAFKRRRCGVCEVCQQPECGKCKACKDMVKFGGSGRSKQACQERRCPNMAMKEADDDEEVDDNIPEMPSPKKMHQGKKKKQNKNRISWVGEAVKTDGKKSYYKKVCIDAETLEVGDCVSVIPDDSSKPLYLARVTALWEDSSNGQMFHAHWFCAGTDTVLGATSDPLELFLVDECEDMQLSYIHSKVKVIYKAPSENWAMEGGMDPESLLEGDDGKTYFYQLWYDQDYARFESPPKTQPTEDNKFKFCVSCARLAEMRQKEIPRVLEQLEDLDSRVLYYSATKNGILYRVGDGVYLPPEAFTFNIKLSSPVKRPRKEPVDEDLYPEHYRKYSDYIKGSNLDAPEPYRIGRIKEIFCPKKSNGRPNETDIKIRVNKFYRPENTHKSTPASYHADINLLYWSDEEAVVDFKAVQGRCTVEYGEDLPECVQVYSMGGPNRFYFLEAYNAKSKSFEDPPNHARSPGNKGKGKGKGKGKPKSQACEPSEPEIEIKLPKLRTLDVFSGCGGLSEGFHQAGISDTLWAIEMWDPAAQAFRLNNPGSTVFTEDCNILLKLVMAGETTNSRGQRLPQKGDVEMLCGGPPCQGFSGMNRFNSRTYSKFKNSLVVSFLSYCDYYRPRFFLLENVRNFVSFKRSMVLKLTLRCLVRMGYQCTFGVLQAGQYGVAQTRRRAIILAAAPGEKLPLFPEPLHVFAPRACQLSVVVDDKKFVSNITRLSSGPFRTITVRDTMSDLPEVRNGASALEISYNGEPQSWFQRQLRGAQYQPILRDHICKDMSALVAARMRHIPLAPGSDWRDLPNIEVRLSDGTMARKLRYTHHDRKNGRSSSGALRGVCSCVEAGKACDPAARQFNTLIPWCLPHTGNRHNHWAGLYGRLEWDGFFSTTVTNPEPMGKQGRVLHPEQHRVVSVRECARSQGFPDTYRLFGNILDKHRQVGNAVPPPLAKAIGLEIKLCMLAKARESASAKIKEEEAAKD
STEP block = inhibitors of human striatal-enriched phosphatase STEP; inhibition, % at 20 µM; recombinant STEP, OMFP fluorogenic substrate, fluorescence; 0.25% of 360,000 active;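 active = inhibition at 20 µM, scaled per plate between control wells, above about 37%, limit read from the data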;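 note: 0% = DMSO with enzyme and substrate and 100% = substrate only without enzyme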
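Material: STEP (striatal-enriched tyrosine phosphatase) enzyme, cell-free | Medium: 50 mM Bis-Tris pH 6.0 with 2.5 mM DTT and 0.005% Tween 20 | Read-out: Percent inhibition scaled to no-enzyme and uninhibited-enzyme controls, plate-pattern corrected | Signal: Fluorescence read at 480 nm ex / 540 nm em | Times: 20 min reaction, room temperature, in the dark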
Tb MetRS inh = Trypanosoma brucei MetRS inhibition; purified T. brucei MetRS, ATP depletion, Kinase-Glo luminescence; inhibition, % at 11.9 µM; 0.4% of 360,000 active;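 active = inhibition above a per-plate cutoff of the control wells' mean inhibition plus 3 SD, cut at about 5.5% in these data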;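 note: 0% = DMSO wells median and 100% = median of wells with control inhibitor compound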
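Material – parasite MetRS enzyme · Medium – HEPES-MgCl2-KCl buffer plus DTT, spermine, BSA, pyrophosphatase · Reagent – ATP, methionine and E. coli bulk tRNA substrates · Times – 15 min enzyme-compound preincubation, 2 h reaction, 10 min detection, 25 °C · Measured by – luminescence of leftover ATP · Evaluation – percent inhibition relative to median high and low control wells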
SUMO1-SIM PPI = alters human SUMO1 binding to SIM partners; P63165; SUMO1 binding to a labelled peptide, TR-FRET, 1 h; inhibition, % at 20 µM; 0.33% of 360,000 active; in the data active = inhibition above about 37%
CendR NRP1 mod = NRP-1/CendR interaction modulation. AID 602438. 0.85% of 360,000 active. FAM-RPARPAR peptide binding to NRP-1, fluorescence polarization. O14786. inhibition, % at 25 µM;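 active = inhibition or corrected inhibition above about 18%, plus a signal ratio from 0.5 to 1.5, limit read from the data, passing the limit was not always enough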; note: strong numbers were not always called active
Neddyl block = inhibitors of human cullin neddylation. TR-FRET cullin neddylation, biochemical. calls only at 25 µM. 0.58% of 360,000 active. AID 651699; in the data active = inhibition above about 36%
* hit, by the source's call; i = inactive; nt = no result given. This is a random part of the collection; any-hit rate near 4.6%.

1: O=C(Nc1ncccn1)c1ccc(Cl)c([N+](=O)[O-])c1
2: O=C(NC(=S)Nc1cccnc1Cl)c1ccc(F)cc1
3: COc1ccccc1/C=C1\SC(=O)N(CC(=O)NCCCn2ccnc2)C1=O
4: O=C(NNC1=C(C(=O)C(F)(F)F)CCC1)c1cccnc1
5: COc1ccc(C(=O)C2CCCN(C(=O)CCc3ccccn3)C2)c(C)c1 (stereo unspecified)
6: CCOCCCNC(=S)NCCCNc1nc2c(C)c(C)ccc2cc1C#N
entry no.,1,2,3,4,5,6
Scp-1 inhibitor,6,-3,-1,-8,-3,4
SKN-1 inh,0,13,-3,1,5,4
LMPTP inh,-1.9,0.7,4.2,0.7,1.2,-0.2
NadD block,-1,12,4,-3,0,7
DNMT1 block,3,-3,3,0,0,-3
STEP block,-3,1,0,5,-2,-2
Tb MetRS inh,-1.0,-0.5,-0.6,-0.9,-0.5,-0.9
SUMO1-SIM PPI,-19,0,-32,-3,-3,-5
CendR NRP1 mod,9,3,8,-5,-1,3
Neddyl block,i,i,i,i,i,nt

7: CCCCn1c(N)c(N(C)C(=O)CCCn2c(=O)oc3ccccc32)c(=O)[nH]c1=O
8: CCN(CC)NC(=S)Nc1ccccc1
9: Cc1cc(-n2cnc(-c3cn(C)nc3C)n2)no1
10: c1cc(Nc2cccc3nccnc23)c2nccnc2c1
11: Cc1cccc(C(=O)NCC(=O)N2CCN(S(=O)(=O)c3ccc4c(c3)OCCO4)CC2)c1
12: O=C(COC(=O)c1ccc(F)cc1Cl)Nc1cccc(S(=O)(=O)N2CCOCC2)c1
entry no.,7,8,9,10,11,12
Scp-1 inhibitor,nt,-6,0,-9,-1,-6
SKN-1 inh,-6,20,1,23,-9,-6
LMPTP inh,0.2,-0.1,-1.1,3.5,-0.1,-0.3
NadD block,4,-3,0,2,-15,-10
DNMT1 block,24,0,1,0,0,-4
STEP block,-2,-2,10,-1,-4,0
Tb MetRS inh,0.2,-1.0,-0.7,0.2,-0.1,-0.3
SUMO1-SIM PPI,-6,1,-2,-18,4,3
CendR NRP1 mod,16,-1,0,-46,-5,-4
Neddyl block,i,i,i,i,i,i

13: Cc1cc(N)ncc1[N+](=O)[O-]
14: COc1ccc(C(=O)/C=C/c2cccc(OCc3ccccc3)c2)cc1CSCC(=O)O
15: Cc1c(CC(=O)NCCCO)c(=O)oc2cc3c(cc12)CCC(C)(C)O3
16: CCc1ccc(N/C(=N/c2nc(C)cc(C)n2)NC(C)=O)cc1
17: O=C(CCc1ccc(S(=O)(=O)N2CCOCC2)cc1)N1CCCC1
18: CS(=O)(=O)NCCOc1ccc(S(=O)(=O)NCCOc2ccccc2)cc1
entry no.,13,14,15,16,17,18
Scp-1 inhibitor,-2,-10,-4,-13,-3,-3
SKN-1 inh,0,-14,-2,-2,6,-7
LMPTP inh,-0.3,3.6,-1.6,-0.1,-0.8,0.6
NadD block,-1,18,-6,-3,-5,1
DNMT1 block,10,17,-2,0,1,2
STEP block,-1,0,-2,3,-3,-2
Tb MetRS inh,-0.5,-0.4,-0.3,0.0,-0.4,0.0
SUMO1-SIM PPI,-9,12,-7,6,1,-1
CendR NRP1 mod,17,-62,1,8,-12,-1
Neddyl block,i,i,nt,i,i,i

19: CCOc1ccc(NC(=S)Nc2ccccc2C2(C)CC2)cc1
20: O=C(N/N=C/c1cn(-c2ccccc2)nc1-c1cccnc1)c1cccnc1
21: CCOC(=O)c1c(NC(=S)N2CCN(C)CC2)sc2c1CCN(C(=O)OCC)C2
22: O=C(O)/C=C/C(=O)Nc1ccc(OC(F)F)cc1
23: CCCc1nnc(SCc2ccc(OC)cc2)n1N
24: Cc1ccc(C)c(C(=O)OCC(=O)Nc2cccc(S(=O)(=O)NC3=NCCCCC3)c2)c1
entry no.,19,20,21,22,23,24
Scp-1 inhibitor,-1,-3,-8,-8,-3,-5
SKN-1 inh,0,0,4,8,-10,1
LMPTP inh,0.4,0.7,-1.1,-0.7,-1.6,0.5
NadD block,-2,1,-7,-5,-9,-6
DNMT1 block,1,-15,-48,1,-4,-1
STEP block,2,5,2,-2,-2,0
Tb MetRS inh,-1.0,0.0,-0.6,-0.8,0.3,0.1
SUMO1-SIM PPI,2,-6,1,3,-2,0
CendR NRP1 mod,0,-11,3,-20,14,-9
Neddyl block,i,i,i,i,i,i

25: COc1cc(NC(=O)CCc2nnc3ccc(N4CCC(C)CC4)nn23)cc(OC)c1
26: O=C(Nc1ccc(C(=O)N2CCOCC2)cc1)c1cccs1
27: COCCNC(=O)C1CCN(Cc2cccc(OCc3ccccc3)c2)CC1
28: c1ccc2c(c1)oc1c(NCCCN3CCOCC3)ncnc12
29: COc1ccc(NC(=S)NNC(=O)CCn2cc([N+](=O)[O-])cn2)cc1
30: O=C(/C=C/c1ccc2c(c1)OCO2)NCc1ccco1
entry no.,25,26,27,28,29,30
Scp-1 inhibitor,0,-3,13,6,4,6
SKN-1 inh,21,3,6,-4,2,-4
LMPTP inh,0.2,-0.2,-4.3,-2.6,-0.5,-0.6
NadD block,-8,5,-14,4,-1,4
DNMT1 block,-1,-2,3,1,0,8
STEP block,1,-2,-1,-7,1,0
Tb MetRS inh,0.6,-1.9,-1.0,0.0,-1.6,-0.9
SUMO1-SIM PPI,1,2,1,-2,0,-5
CendR NRP1 mod,0,2,-3,4,30*,21
Neddyl block,i,i,i,i,i,i

31: COC(=O)Cn1cnc(=O)c(C#N)c1/C=C/N(C)C
32: Cc1ccc(-n2ncc3c2CC(C)(C)CC3NC(=O)c2cc[n+]([O-])cc2)cc1 (stereo unspecified)
33: COc1ccc(Cl)cc1N1CC(C(=O)Nc2nccs2)CC1=O (stereo unspecified)
34: c1ccc(-c2nc3nonc3nc2-c2ccccc2)cc1
35: Cc1ccc(N(CC(=O)NCc2ccccc2)C(=O)c2csnn2)c(C)c1
36: O=C(c1cc2c(s1)-c1ccccc1S(=O)(=O)C2)N1CCCC1
entry no.,31,32,33,34,35,36
Scp-1 inhibitor,-3,0,-15,-21,-3,1
SKN-1 inh,-1,-27,9,17,10,-9
LMPTP inh,-1.8,1.4,-0.6,-0.6,-0.7,-2.2
NadD block,-3,-2,-1,2,-6,-3
DNMT1 block,2,2,0,1,1,3
STEP block,-3,-2,-1,1,0,0
Tb MetRS inh,-0.7,-0.7,0.0,0.7,0.1,-0.5
SUMO1-SIM PPI,-4,0,0,-35,-3,-16
CendR NRP1 mod,3,-4,7,2,-5,-8
Neddyl block,i,i,i,i,i,i

37: CCOc1ccc(/C=C/C(=O)C(C(N)=O)=C2SCCS2)cc1
38: Cc1nc(C)c(-c2ccc(SCc3cccc(F)c3)nn2)s1
39: CCC(CO)[n+]1c(C)cc(/C=C2\Sc3ccccc3N2Cc2ccccc2)cc1C (stereo unspecified)
40: Cc1ccc(NC(=O)CSc2ccc(-c3cccnc3)nn2)cc1
41: O=C(COc1ccc(-c2ccccc2)cc1)Nc1cccnc1
42: O=C(CSc1nnc(Nc2ccccc2)s1)Nc1cccnc1Cl
entry no.,37,38,39,40,41,42
Scp-1 inhibitor,-4,0,-21,-4,-2,-9
SKN-1 inh,11,10,3,6,3,-11
LMPTP inh,-1.6,0.3,8.4,-0.9,1.8,1.0
NadD block,3,0,-2,-2,3,1
DNMT1 block,-3,0,13,2,-1,3
STEP block,0,5,0,3,2,-3
Tb MetRS inh,-0.4,0.3,0.2,-0.7,-0.4,0.5
SUMO1-SIM PPI,-7,-9,-17,4,2,1
CendR NRP1 mod,12,0,-93,-13,-6,1
Neddyl block,i,i,i,i,i,i

43: O=C(C1CCCN(S(=O)(=O)c2cccc3cccnc23)C1)N1CCN(c2ccc(F)cc2)CC1 (stereo unspecified)
44: C[C@H](NC(N)=O)C(=O)Nc1ccc2c(c1)OCO2
45: Cc1ccccc1CNC(=O)CCn1nc(C)c2c(C)n(-c3ccccc3)nc2c1=O
46: COc1ccc2c(c1)nc(SCC(=O)c1cccs1)n2C
47: COc1ccc(CNC(=O)COC(=O)c2ccc(C)c(S(=O)(=O)N3CCOCC3)c2)cc1OC
48: CCCOc1ccc2nc(C)c(CCC)c(SC(=N)N)c2c1
entry no.,43,44,45,46,47,48
Scp-1 inhibitor,3,-4,35,1,-5,-39
SKN-1 inh,4,-5,4,3,9,-1
LMPTP inh,-1.3,-0.6,-0.8,0.1,-0.6,-1.0
NadD block,-6,-3,3,2,3,-18
DNMT1 block,-1,-11,2,2,9,4
STEP block,2,-1,0,0,0,2
Tb MetRS inh,-0.6,-0.8,-0.1,-0.5,-0.2,-0.7
SUMO1-SIM PPI,2,-3,7,3,0,3
CendR NRP1 mod,6,-6,-4,8,-10,0
Neddyl block,i,i,i,i,i,i

Overlap with the part before: 4 entries, then new ones.
45: Cc1ccccc1CNC(=O)CCn1nc(C)c2c(C)n(-c3ccccc3)nc2c1=O
46: COc1ccc2c(c1)nc(SCC(=O)c1cccs1)n2C
47: COc1ccc(CNC(=O)COC(=O)c2ccc(C)c(S(=O)(=O)N3CCOCC3)c2)cc1OC
48: CCCOc1ccc2nc(C)c(CCC)c(SC(=N)N)c2c1
49: CCOC(=O)CN(C(=O)c1ccccc1[N+](=O)[O-])C(C)(C)C
50: Cc1c(C(=O)N2CCc3ccccc3C2)oc2ccc(Br)cc12
51: CC(C)CC1Nc2ncnc(N3CCCCC3)c2N(Cc2ccc(Br)cc2)C1=O (stereo unspecified)
52: CN1CCN(CCCNC(=O)c2ccc(/C=C3\Oc4ccccc4N(Cc4ccccc4F)C3=O)cc2)CC1
53: Cc1noc(C)c1COC(=O)[C@H](C)NS(=O)(=O)c1ccc(Cl)c(Cl)c1
54: O=C(CN1CCC(NC(=O)Cc2ccccc2)CC1)Nc1cccc2ccccc12
55: N#CC(C#N)=Cc1cc2ccccc2nc1N1CCCCC1
56: O=C(NCCCN1CCOCC1)C(=O)NCC1OCCN1S(=O)(=O)c1ccc(Br)cc1 (stereo unspecified)
entry no.,45,46,47,48,49,50,51,52,53,54,55,56
Scp-1 inhibitor,35,1,-5,-39,-14,-8,3,2,-1,0,-3,-5
SKN-1 inh,4,3,9,-1,3,21,15,-6,-21,10,23,0
LMPTP inh,-0.8,0.1,-0.6,-1.0,-1.6,-5.1,-0.2,-2.2,-3.1,-0.1,0.1,-3.1
NadD block,3,2,3,-18,0,-8,3,1,-7,0,4,-6
DNMT1 block,2,2,9,4,1,4,-3,-7,1,-3,-2,0
STEP block,0,0,0,2,-3,2,0,7,3,2,2,1
Tb MetRS inh,-0.1,-0.5,-0.2,-0.7,0.0,-0.3,-0.3,-0.3,0.0,-0.4,-0.6,-0.3
SUMO1-SIM PPI,7,3,0,3,-3,-12,6,-200,4,-5,-10,-4
CendR NRP1 mod,-4,8,-10,0,18,-5,-7,-3,4,4,33*,9
Neddyl block,i,i,i,i,i,i,i,nt,i,i,i,i
